Compound activity as filed in PubChem.
MITF TRPM1 inh – MITF TRPM1 promoter inhibition in SK-MEL-5 cells; SK-MEL-5 TRPM1 promoter luciferase, 24 h; 330,000 compounds, 0.83% hits; inhibition, % at 12.5 µM;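 active means mean inhibition across replicates of 60% or more, whatever share of single replicates reaches that level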; further: values of inactives mirror those of a sister screen read the other way
Shn3 inh set2 – inhibitors of Schnurri-3 3'UTR reporter in osteoblasts; Clone20 osteoblast Shn3 3'UTR firefly luciferase, 24 h; inhibition, % at 12.5 µM; 360,000 compounds, 0.52% hits; AID 588674;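 active means mean inhibition of at least 75% with every replicate also reaching 75%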;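 further: 0% = median of neutral control wells and 100% = pilot-screen positive control compound; some compounds past the cut are filed as inactive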
NR2E3 ag-1 – human photoreceptor-specific nuclear receptor agonism; AID 602229; CHO-S Gal4-NCOR/VP16-NR2E3 two-hybrid, luciferase; inhibition of corepressor binding, % at 3.98 µM; Q9Y5X4; 360,000 compounds, 0.35% hits;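 active means inhibition above the mean of all tested compounds plus 3 SD, cut at about 70% in these data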;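 further: 0% = DMSO with NR2E3 transfected cells and 100% = cells lacking NR2E3 construct; higher means lower luciferase signal from less NR2E3 corepressor binding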
Target sequence (Q9Y5X4 whole entry, looked up, the tested form may be a part): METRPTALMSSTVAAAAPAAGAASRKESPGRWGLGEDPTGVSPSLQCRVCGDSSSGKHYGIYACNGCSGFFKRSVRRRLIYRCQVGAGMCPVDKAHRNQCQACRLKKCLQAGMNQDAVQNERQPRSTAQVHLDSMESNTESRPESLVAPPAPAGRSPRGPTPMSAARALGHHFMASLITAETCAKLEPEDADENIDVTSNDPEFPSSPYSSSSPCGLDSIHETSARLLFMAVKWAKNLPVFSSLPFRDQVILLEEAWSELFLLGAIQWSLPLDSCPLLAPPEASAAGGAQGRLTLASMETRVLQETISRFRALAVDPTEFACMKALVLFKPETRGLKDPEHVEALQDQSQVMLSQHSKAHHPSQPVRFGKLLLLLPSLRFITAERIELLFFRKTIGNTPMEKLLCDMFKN
HIF-2a block – blocks HIF-2a reporter activity; 786-0 RCC cells HIF-2a reporter, luciferase luminescence, overnight; inhibition, % at 18.8 µM; 360,000 compounds, 0.72% hits; AID 624352;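 active means inhibition of the luminescence signal of 40% or more relative to plate controls, in a single-dose primary screen at 18.75 µM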
PDI turbidity – blocks human protein disulfide isomerase activity; P07237; PDI insulin aggregation turbidity, A650, 90 min; inhibition, % at 10 µM; 350,000 compounds, 0.052% hits; AID 588391;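 active means mean inhibition across replicates of 30% or more, whatever share of single replicates reach that level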;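 further: absorbance from insulin aggregation driven by PDI reduction with DTT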
Target sequence (P07237 whole entry, looked up): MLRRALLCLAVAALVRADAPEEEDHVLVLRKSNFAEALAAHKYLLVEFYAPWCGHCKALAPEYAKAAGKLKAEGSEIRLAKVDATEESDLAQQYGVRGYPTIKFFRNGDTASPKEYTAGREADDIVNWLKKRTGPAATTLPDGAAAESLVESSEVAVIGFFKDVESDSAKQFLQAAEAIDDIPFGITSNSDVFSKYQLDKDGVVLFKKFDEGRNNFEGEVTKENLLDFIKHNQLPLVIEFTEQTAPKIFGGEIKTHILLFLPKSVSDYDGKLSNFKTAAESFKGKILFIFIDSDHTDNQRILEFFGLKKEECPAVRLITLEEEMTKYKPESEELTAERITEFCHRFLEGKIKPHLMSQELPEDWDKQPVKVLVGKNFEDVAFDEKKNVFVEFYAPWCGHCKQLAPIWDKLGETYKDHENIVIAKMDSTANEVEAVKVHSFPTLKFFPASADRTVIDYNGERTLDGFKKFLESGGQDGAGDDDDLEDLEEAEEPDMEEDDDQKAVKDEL
Vif inh – blocks HIV Vif function; HEK293T cells, Vif self-association by quenched fluorescence, imaging, 24 h; inhibition, % at 7.49 µM; 340,000 compounds, 0.35% hits; in the data active means inhibition above about 50%, passing the limit was not always enough; further: some results filed as inactive read as strong as hits
KKLEB cytotox – CF airway cell cytotoxicity counter-screen. KKLEB CF airway cells viability, ATPlite luminescence, overnight; stronger effect = lower value; cells stimulated with P. aeruginosa culture filtrate. activity change (cytotoxicity), % at 5 µM. 360,000 compounds, 0.36% hits. AID 602141;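 active means corrected activity change at or below -50% at 5 µM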
CaV13 FRET inh – Primary screen for inhibitors of IQ motif and Ca2+-dependent inactivation inhibitor domain binding in CACNA1D, Förster resonance energy transfer in living cells, …. HEK cells, CFP/YFP FRET ICDI-IQ, plate reader, 10 min; percent FRET-ratio fall versus neutral wells. inhibition, % at 12.3 µM. 340,000 compounds, 0.098% hits. AID 743397;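 active means mean replicate inhibition of at least 30% and at least 1% of replicates passing that level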;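 further: 0% = median of the neutral control wells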
NR2E3 ag-2 – agonists of human nuclear receptor NR2E3. Q9Y5X4. AID 2300. GST-NR2E3/biotin-RetCOR TR-FRET, 1536-well. 320,000 compounds, 0.12% hits. inhibition of corepressor binding, % at 4.78 µM;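 active means percent inhibition above the cutoff of mean plus 3 SD of all tested compounds, set per screening campaign, cut at about 20% in these data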;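 further: 0% = DMSO wells and 100% = biotin wells as full block of FRET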
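Test system – NR2E3–RetCOR corepressor complex · Quantity – NR2E3 fusion 1.35 nM · Buffer or medium – Tris pH 7.5 · Incubation – Compound–protein incubation for 5 h at 4 °C · Technique – TR-FRET, Eu(K)-anti-GST donor, streptavidin-D2 acceptor, ex 340, em 617/671 nm · Evaluation – percent inhibition of 671/617 nm emission ratio versus biotin and DMSO controls · Plate – 1536-well format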
CF NFkB block – cystic fibrosis NF-kB activation inhibition; KKLEB NF-kB-GFP reporter, PAF-induced, GFP fluorescence overnight; inhibition, % at 5 µM; 360,000 compounds, 0.86% hits;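 active means at least 50% inhibition at 5 µM, scaled per plate between neutral and stimulator controls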;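 further: PAF is a Pseudomonas aeruginosa culture filtrate used as stimulus; plate controls were PAF-stimulated DMSO wells for no effect and unstimulated DMSO wells for full effect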
Peg3 prom inh – Peg3 promoter activity inhibition. HeLa PEG-Prom luciferase reporter, luminescence, overnight. inhibition, % at 20 µM. 360,000 compounds, 1.7% hits;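 active means inhibition of at least 50% at 20 µM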
* = called active by the depositor.

Results for CC(=O)c1csc(COc2cc(Cl)cc(Cl)c2)n1 ?
MITF TRPM1 inh: -14; Shn3 inh set2: -2; NR2E3 ag-1: -23; HIF-2a block: -49; PDI turbidity: -2; Vif inh: 12; KKLEB cytotox: 3; CaV13 FRET inh: -5; NR2E3 ag-2: 4; CF NFkB block: 15; Peg3 prom inh: -36

What do the screens show for `O=C1c2ccccc2C(=O)N1c1ccc(S(=O)(=O)N2CCCCC2)cc1`?
MITF TRPM1 inh: 4; Shn3 inh set2: -2; NR2E3 ag-1: -7; HIF-2a block: 14; PDI turbidity: -2; Vif inh: 0; KKLEB cytotox: -10; CaV13 FRET inh: -20; NR2E3 ag-2: 2; CF NFkB block: 6; Peg3 prom inh: 8

Results for CC(C)Oc1ccccc1/C=N/NC(=O)C1CCCC1 ?
MITF TRPM1 inh: 3; Shn3 inh set2: 9; NR2E3 ag-1: 3; HIF-2a block: 1; PDI turbidity: 12; Vif inh: -9; KKLEB cytotox: 13; CF NFkB block: 16; Peg3 prom inh: -5

How did CC(C)c1ccc(N2C(=O)C(Cl)=C(N3CCOCC3)C2=O)cc1 do in these assays?
MITF TRPM1 inh: 15; Shn3 inh set2: -8; NR2E3 ag-1: -11; HIF-2a block: -140; PDI turbidity: 7; Vif inh: -3; KKLEB cytotox: 4; CaV13 FRET inh: -4; NR2E3 ag-2: -1; CF NFkB block: 0; Peg3 prom inh: -27

What do the screens show for `O=C(COC(=O)c1ccc(Cl)s1)c1ccc[nH]1`?
MITF TRPM1 inh: -2; Shn3 inh set2: -2; NR2E3 ag-1: -7; HIF-2a block: -13; PDI turbidity: -1; Vif inh: -7; KKLEB cytotox: 13; CaV13 FRET inh: -3; NR2E3 ag-2: 4; CF NFkB block: -41; Peg3 prom inh: -27

Results for COc1ccc(-c2cc3c(c4c2ccn4C)C2CCC3C2)cc1F (configuration not stated) ?
Shn3 inh set2: 22; NR2E3 ag-1: 20; HIF-2a block: 1; KKLEB cytotox: -12; CaV13 FRET inh: -5; CF NFkB block: 6; Peg3 prom inh: 24

Results for Cc1c(/C=N/NC(=O)c2ccc3c(c2)OCO3)cnn1C ?
MITF TRPM1 inh: -5; Shn3 inh set2: -7; NR2E3 ag-1: -48; HIF-2a block: -29; PDI turbidity: -8; Vif inh: 8; KKLEB cytotox: -4; CaV13 FRET inh: 0; NR2E3 ag-2: -1; CF NFkB block: -6; Peg3 prom inh: -2

What do the screens show for `Cc1cc(-c2ccc(C)c(S(=O)(=O)N3CC(=O)Nc4ccccc43)c2)on1`?
MITF TRPM1 inh: 3; Shn3 inh set2: -12; NR2E3 ag-1: -3; HIF-2a block: 5; PDI turbidity: 0; Vif inh: -10; KKLEB cytotox: 2; CaV13 FRET inh: -7; NR2E3 ag-2: -1; CF NFkB block: -27; Peg3 prom inh: -16

Results for C=CCn1c2c(c(=O)[nH]c1=S)CN(C(C)c1ccccc1)CN2 (configuration not stated) ?
MITF TRPM1 inh: 9; Shn3 inh set2: 17; NR2E3 ag-1: -2; HIF-2a block: 4; PDI turbidity: -1; Vif inh: 2; KKLEB cytotox: -10; CaV13 FRET inh: -5; NR2E3 ag-2: -2; CF NFkB block: -5; Peg3 prom inh: 2

What do the screens show for `CCn1c(SCC(=O)Nc2ccc(OC)c(S(=O)(=O)N3CCCCC3)c2)nnc1C1CC1`?
MITF TRPM1 inh: 8; Shn3 inh set2: 11; NR2E3 ag-1: 0; HIF-2a block: 0; PDI turbidity: -8; Vif inh: -3; KKLEB cytotox: 8; CaV13 FRET inh: -7; CF NFkB block: 17; Peg3 prom inh: 0

Structures listed so far that contain a Cl atom (3):
Results for CC(=O)c1csc(COc2cc(Cl)cc(Cl)c2)n1 ?
MITF TRPM1 inh: -14; Shn3 inh set2: -2; NR2E3 ag-1: -23; HIF-2a block: -49; PDI turbidity: -2; Vif inh: 12; KKLEB cytotox: 3; CaV13 FRET inh: -5; NR2E3 ag-2: 4; CF NFkB block: 15; Peg3 prom inh: -36

How did CC(C)c1ccc(N2C(=O)C(Cl)=C(N3CCOCC3)C2=O)cc1 do in these assays?
MITF TRPM1 inh: 15; Shn3 inh set2: -8; NR2E3 ag-1: -11; HIF-2a block: -140; PDI turbidity: 7; Vif inh: -3; KKLEB cytotox: 4; CaV13 FRET inh: -4; NR2E3 ag-2: -1; CF NFkB block: 0; Peg3 prom inh: -27

What do the screens show for `O=C(COC(=O)c1ccc(Cl)s1)c1ccc[nH]1`?
MITF TRPM1 inh: -2; Shn3 inh set2: -2; NR2E3 ag-1: -7; HIF-2a block: -13; PDI turbidity: -1; Vif inh: -7; KKLEB cytotox: 13; CaV13 FRET inh: -3; NR2E3 ag-2: 4; CF NFkB block: -41; Peg3 prom inh: -27

(cont.)
Results for COc1ccc(CN(C)C(=O)c2ccc(OCC(=O)Nc3cccc(C(F)(F)F)c3)c(OC)c2)cc1 ?
Shn3 inh set2: 50; NR2E3 ag-1: 8; HIF-2a block: -10; PDI turbidity: 6; KKLEB cytotox: -4; CaV13 FRET inh: -6; CF NFkB block: -1; Peg3 prom inh: 9

What do the screens show for `CCn1c(SCC(=O)Nc2ccccc2F)nnc1-c1cnccn1`?
MITF TRPM1 inh: -6; Shn3 inh set2: -20; NR2E3 ag-1: 10; HIF-2a block: -20; PDI turbidity: -1; Vif inh: 0; KKLEB cytotox: 13; CaV13 FRET inh: -8; NR2E3 ag-2: 0; CF NFkB block: -10; Peg3 prom inh: -14

What do the screens show for `Cc1ccc(N2C(=O)CC(NNc3nc4ccccc4s3)C2=O)cc1C` (configuration not stated)?
MITF TRPM1 inh: 6; Shn3 inh set2: -18; NR2E3 ag-1: 16; HIF-2a block: 15; PDI turbidity: -5; KKLEB cytotox: 3; CaV13 FRET inh: -5; NR2E3 ag-2: -1; CF NFkB block: 1; Peg3 prom inh: 15

How did CN(Cc1nc2ccccc2c(=O)[nH]1)C(=O)c1cc(-c2ccc(Br)cc2)nc2ccccc12 do in these assays?
MITF TRPM1 inh: 15; Shn3 inh set2: 12; NR2E3 ag-1: -21; HIF-2a block: -4; PDI turbidity: -1; Vif inh: -4; KKLEB cytotox: -5; CaV13 FRET inh: -3; CF NFkB block: -15; Peg3 prom inh: 15

Results for COc1ccccc1CNC(=O)C1CC(c2c(Cl)cccc2Cl)=NO1 (configuration not stated) ?
MITF TRPM1 inh: -4; Shn3 inh set2: 3; NR2E3 ag-1: -18; HIF-2a block: -25; PDI turbidity: -4; Vif inh: -2; KKLEB cytotox: -13; CaV13 FRET inh: -10; NR2E3 ag-2: 0; CF NFkB block: 4; Peg3 prom inh: -13

How did CC(C)(O)C#Cc1ccc(C(=O)NCc2ccccc2F)cc1 do in these assays?
MITF TRPM1 inh: -5; Shn3 inh set2: -21; NR2E3 ag-1: -13; HIF-2a block: -77; PDI turbidity: 9; Vif inh: 12; KKLEB cytotox: -2; CaV13 FRET inh: -18; NR2E3 ag-2: 0; CF NFkB block: 8; Peg3 prom inh: -59

What do the screens show for `CC1(OC(=O)C2CCCC2)C(=O)C=C2C=C(c3ccsc3)OC=C2C1=O` (configuration not stated)?
MITF TRPM1 inh: 9; Shn3 inh set2: 0; NR2E3 ag-1: -39; HIF-2a block: 18; PDI turbidity: -6; Vif inh: 10; KKLEB cytotox: 7; CaV13 FRET inh: -6; NR2E3 ag-2: 1; CF NFkB block: -22; Peg3 prom inh: 9

Results for CC(C)c1ccc(NC2CCCN(C(=O)CCN3CCOCC3)C2)cc1 (configuration not stated) ?
MITF TRPM1 inh: -12; Shn3 inh set2: 4; NR2E3 ag-1: -8; HIF-2a block: -11; PDI turbidity: 5; Vif inh: -4; KKLEB cytotox: -6; CaV13 FRET inh: -3; NR2E3 ag-2: 0; CF NFkB block: -5; Peg3 prom inh: -18

How did COc1ccccc1CNC(=O)C1CCCN1S(=O)(=O)c1ccc2c(c1)C(C)(C)C(=O)N2C (configuration not stated) do in these assays?
Shn3 inh set2: 15; NR2E3 ag-1: -11; HIF-2a block: 7; PDI turbidity: 3; Vif inh: 3; KKLEB cytotox: -13; CaV13 FRET inh: -5; CF NFkB block: 4; Peg3 prom inh: 14

Results for Cn1c(=S)c2[nH]c(SCCC(C)(C)C)nc2n(C)c1=O ?
MITF TRPM1 inh: -3; Shn3 inh set2: 46; NR2E3 ag-1: 10; HIF-2a block: -1; PDI turbidity: 8; Vif inh: 1; KKLEB cytotox: -5; CaV13 FRET inh: -7; CF NFkB block: 25; Peg3 prom inh: 5

How did Cc1ccccc1-n1c(SCC(=O)N2CCOCC2)nc(O)c(Cc2ccccc2)c1=O do in these assays?
MITF TRPM1 inh: -4; Shn3 inh set2: -18; NR2E3 ag-1: 0; HIF-2a block: 7; PDI turbidity: -1; Vif inh: -2; KKLEB cytotox: -3; CaV13 FRET inh: -3; NR2E3 ag-2: -3; CF NFkB block: 9; Peg3 prom inh: 1

What do the screens show for `O=C(O)c1cccc(C(=O)Cc2ccccc2)c1`?
MITF TRPM1 inh: 9; Shn3 inh set2: -8; NR2E3 ag-1: -29; HIF-2a block: -6; PDI turbidity: 11; Vif inh: 5; KKLEB cytotox: -12; CaV13 FRET inh: -3; NR2E3 ag-2: -2; CF NFkB block: 9; Peg3 prom inh: -49

How did CC(C)CN1C(=O)C(=O)N(CC(=O)Nc2cccc(Cl)c2Cl)C1=O do in these assays?
MITF TRPM1 inh: 7; Shn3 inh set2: -14; NR2E3 ag-1: -13; HIF-2a block: -15; PDI turbidity: 7; Vif inh: -1; KKLEB cytotox: 2; CaV13 FRET inh: -5; NR2E3 ag-2: -3; CF NFkB block: -2; Peg3 prom inh: 1

Results for Cc1cccc(OCCC(=O)Nc2ccc(Cl)cc2F)c1 ?
MITF TRPM1 inh: -5; Shn3 inh set2: -28; NR2E3 ag-1: -1; HIF-2a block: -35; PDI turbidity: 5; Vif inh: 0; KKLEB cytotox: -6; CaV13 FRET inh: -20; NR2E3 ag-2: 2; CF NFkB block: 6; Peg3 prom inh: 1

Results for COc1ccc(-c2c(-c3ccc(OC)c(F)c3)c3ccccc3n2C)cc1 ?
MITF TRPM1 inh: -8; Shn3 inh set2: 12; NR2E3 ag-1: 6; HIF-2a block: 12; PDI turbidity: 6; KKLEB cytotox: -7; CaV13 FRET inh: -10; CF NFkB block: 5; Peg3 prom inh: -1

What do the screens show for `Cc1ccc(NC(=O)N2CCC(C(=O)NCc3ccc(F)cc3)CC2)cc1`?
MITF TRPM1 inh: 9; Shn3 inh set2: 13; NR2E3 ag-1: 3; HIF-2a block: 11; PDI turbidity: 2; Vif inh: -8; KKLEB cytotox: -10; CaV13 FRET inh: -5; NR2E3 ag-2: 0; CF NFkB block: 9; Peg3 prom inh: 6
